Bioassay records (PubChem BioAssay)
USP1 inh: Inhibitors of USP1/UAF1: Primary Screen. Potency, µM (highest dose often 57.1 µM), inactives show at the top dose activity change, negative = inhibition, hits mostly inhibitors. recombinant USP1/UAF1, Ub-Rhodamine cleavage fluorescence. Ubiquitin carboxyl-terminal hydrolase 1 (Homo sapiens), O94782. 390,000 tested, 0.23% active; note: potency is the fitted concentration of half-maximal effect; % is set by controls: 0 for no effect and ±100 for the full control effect; nearly all actives have a fitted effect of over 60% in size; inactives centre near -12
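USP1/UAF1 complex (1 nM) preincubated 15 min at room temperature with compound, then Ub-Rho substrate (150 nM final) added. Kinetic fluorescence at 480/540 nm over 6 reads at 60 s intervals; 50 mM HEPES pH 7.8, 0.5 mM EDTA, 0.1 mg/ml BSA, 1 mM TCEP, 0.01% Tween-20.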
rTrxR1 inhibitor: qHTS Assay for Inhibitors of Mammalian Selenoprotein Thioredoxin Reductase 1 (TrxR1): qHTS | recombinant rTrxR1, NADPH fluorescence consumption, selenite substrate | Potency, µM (highest dose often 114 µM), for the others: at the top dose activity change, negative = inhibition, actives largely listed as inhibitors | 390,000 tested, 1% active | AID 588453, 2011; note: potency is the fitted concentration of half-maximal effect; % is set by controls: 0 for no effect and ±100 for the full control effect; nearly all actives have a fitted effect of over 65% in size
Target sequence (O89049 whole entry, looked up): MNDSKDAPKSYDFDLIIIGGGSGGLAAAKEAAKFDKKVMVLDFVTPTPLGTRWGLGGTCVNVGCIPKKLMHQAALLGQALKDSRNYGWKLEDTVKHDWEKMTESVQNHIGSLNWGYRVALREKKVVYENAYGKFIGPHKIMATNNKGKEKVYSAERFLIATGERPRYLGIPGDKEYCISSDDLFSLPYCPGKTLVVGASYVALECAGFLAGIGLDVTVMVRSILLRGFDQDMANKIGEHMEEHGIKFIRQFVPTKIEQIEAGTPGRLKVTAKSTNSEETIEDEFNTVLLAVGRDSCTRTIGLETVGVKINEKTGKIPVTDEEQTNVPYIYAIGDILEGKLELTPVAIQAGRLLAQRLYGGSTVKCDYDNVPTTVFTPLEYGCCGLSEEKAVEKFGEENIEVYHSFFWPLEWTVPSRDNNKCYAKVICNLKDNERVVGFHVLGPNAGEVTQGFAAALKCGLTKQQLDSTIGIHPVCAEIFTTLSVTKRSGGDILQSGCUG
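Rat TrxR1 (90 nM in the dispensed reagent) was pre-reduced with 400 uM NADPH for 5 min at room temperature, then incubated with compound for 15 min. After 400 uM selenite was added, NADPH fluorescence (Ex 340/Em 450 nm) was followed for 8 min.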
TrxR1 substrate: qHTS Assay for Substrates of Mammalian Selenoprotein Thioredoxin Reductase 1 (TrxR1): qHTS; Thioredoxin reductase 1, cytoplasmic (Rattus norvegicus), O89049; purified TrxR1 substrate turnover, NADPH consumption readout; Potency, µM (titrated, usually from 114 µM), for the others: at the top dose activity change, negative = substrate turnover; 390,000 tested, 0.01% active; AID 588456, 2011; note: potency is the fitted concentration of half-maximal effect; % is set by controls: 0 for no effect and ±100 for the full control effect; nearly all actives have a fitted effect of over 50% in size
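Rat TrxR1, dispensed at 90 nM, was prereduced with 400 uM NADPH (final) for 5 min at ~22 deg C, then incubated with compound 15 min before 400 uM selenite. A first-read NADPH fluorescence drop versus no-compound background flagged substrates.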
IDH1 R132H inh: qHTS for Inhibitors of mutant isocitrate dehydrogenase 1 (IDH1): qHTS; Isocitrate dehydrogenase [NADP] cytoplasmic (Homo sapiens), O75874; IDH1-R132H enzyme, NADPH consumption, diaphorase/resazurin fluorescence; Potency, µM (series often up to 76.6 µM), for inactives: top-dose activity change, negative = inhibition, usual class: inhibitors; 390,000 tested, 0.093% active; AID 602179, 2012; note: potency is the fitted concentration of half-maximal effect; % is set by controls: 0 for no effect and ±100 for the full control effect; nearly all actives have a fitted effect of over 65% in size
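IDH1-R132H (0.5 ug/mL dispensed) in pH 7.5 Tris buffer was preincubated 30 min with compound, then given a substrate mix of 0.016 mM NADPH and 2 mM alpha-KG for 80 min at room temperature; remaining NADPH was read by diaphorase/resazurin fluorescence.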
D2 antagonist: HTS Assay for Allosteric Antagonists of the Human D2 Dopamine Receptor: Primary Screen for Antagonists. 340,000 tested, 2% active. inhibition, % at 10 µM. HEK293 TREx D2 cells, calcium flux, dopamine EC80. D(2) dopamine receptor (Homo sapiens), P14416; in the data active = inhibition above about 30%; note: 0% is about no effect
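Dopamine at EC80 is the agonist stimulus; test compounds precede it by 180 s. Calcium flux read kinetically in a force-coupled, inducible HEK293 T-REx D2 cell line.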
D2 ag: HTS Assay for Allosteric Agonists of the Human D2 Dopamine Receptor: Primary Screen for Agonists | activation, % at 2 µM | 340,000 tested, 0.53% active | AID 485358, 2010 | D(2) dopamine receptor (Homo sapiens), P14416 | HEK293 T-REx D2 cells, calcium flux agonist mode;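 active = activation over 3 SD above normal in the single-dose calcium agonist read, cut at about 30% in these data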; note: 0% is about no effect
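Agonism scored from kinetic calcium signal (1 read/sec, 180 s) following compound pin transfer, after a 10 s baseline. Cells: HEK293 Trex line expressing inducible D2 receptor coupled to calcium, dye-loaded after overnight culture at 30 C.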
TRHR PAM: qHTS for Small Molecule Agonists and Allosteric Enhancers of Human TRH Receptor: Primary Screen for Enhancers; Thyrotropin-releasing hormone receptor (Homo sapiens), P34981; TRHR cells, fluo-8 calcium fluorescence, EC20 TRH enhancement; enhancement, % at 2 µM; 360,000 tested, 0.66% active; AID 493056, 2011; in the data active = enhancement above about 30%; note: 0% is about no effect
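Enhancer read-out: after compound pinning and an initial kinetic agonist-mode read, an EC20 of TRH (10 nM final) was injected and fluo-8 calcium signal (Ex 480/Em 530) followed at 1 s/cycle for 100 cycles in TRHR-expressing cells.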
TRHR ag: qHTS for Small Molecule Agonists and Allosteric Enhancers of Human TRH Receptor: Primary Screen for Agonists; activation, % at 2 µM; Thyrotropin-releasing hormone receptor (Homo sapiens), P34981; TRHR cells, calcium flux fluo-8, FDSS agonist mode; 360,000 tested, 0.18% active; in the data active = activation above about 30%; note: 0% is about no effect
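In this calcium-flux screen, cells bearing human TRHR are dye-loaded with fluo-8, baselined for 10 cycles, then exposed to library compounds; positive kinetic calcium responses during the agonist phase mark hits, with TRH as control.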
PI4K2A block: qHTS for small molecular inhibitors of PI4K2A; purified PI4K2A, ADP-Glo luminescence, 1 h; hits give low values; AID 1346378, 2018; Phosphatidylinositol 4-kinase type 2-alpha (Homo sapiens), Q9BTU6; activity change, negative = inhibition, % at 76.9 µM; 420,000 tested, 0.13% active; in the data active = activity change below about -50%; inconclusive = mostly about -30% to -49%;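 note: -100% = wells without enzyme as full effect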
Target sequence (Q9BTU6 whole entry, looked up): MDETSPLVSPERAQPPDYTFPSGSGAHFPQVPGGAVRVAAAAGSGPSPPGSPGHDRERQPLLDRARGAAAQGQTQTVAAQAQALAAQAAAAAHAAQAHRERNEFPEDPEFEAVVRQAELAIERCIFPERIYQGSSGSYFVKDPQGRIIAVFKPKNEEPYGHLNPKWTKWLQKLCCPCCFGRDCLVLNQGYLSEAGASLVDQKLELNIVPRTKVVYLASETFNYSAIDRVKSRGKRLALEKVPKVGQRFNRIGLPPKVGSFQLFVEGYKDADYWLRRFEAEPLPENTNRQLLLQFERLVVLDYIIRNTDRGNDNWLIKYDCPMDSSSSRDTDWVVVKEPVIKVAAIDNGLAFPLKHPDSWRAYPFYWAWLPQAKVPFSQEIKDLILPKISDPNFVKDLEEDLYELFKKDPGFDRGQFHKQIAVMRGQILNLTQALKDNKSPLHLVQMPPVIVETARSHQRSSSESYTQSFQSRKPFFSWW
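In this quantitative HTS, ADP production by PI4K2A was quantified luminescently after 1 h at ambient temperature; 100 microM adenosine served as plate-quality control.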
* = called active by the depositor; u = inconclusive; x = no result given; [ ] = another dose, or the depositor's remark. Unless noted, calls come from the whole dose curve; as a rule, active = well fitted inhibition curve with a large enough effect; inconclusive = small, poorly fitted or top-dose-only effect; inactive = no such curve, though single readings can be large or run the other way.

nr	Structure	USP1 inh	rTrxR1 inhibitor	TrxR1 substrate	IDH1 R132H inh	D2 antagonist	D2 ag	TRHR PAM	TRHR ag	PI4K2A block
1	COC(=O)c1sccc1-n1cccc1C(=O)N1CCOCC1	-14%	36%[57.1 µM]	8%[57.1 µM]	11%	-1	-1.9	18	-1.1	3
2	COc1ccc(N2CCN(C(=O)c3ccc(S(=O)(=O)N4CCOCC4)cc3)CC2)cc1	-5%	13%	7%	17%	-2	0.8	-1	0.1	-4
3	COc1ccc(NS(=O)(=O)c2ccc3oc(SC4CCOC4=O)nc3c2)cc1 (configuration not stated)	-1%	0%	3%[57.1 µM]	0%	-2	-1.0	1	-2.3	9
4	CN(CCO)c1ccc(C(C(=O)c2ccccc2)c2ccc(N(C)CCO)cc2)cc1	-18%	4%	-10%	15%	14	1.6	4	0.9	4
5	CCN1CC(C)C(O)(c2ccccc2)CC1C (configuration not stated)	-8%	-20%	-8%	4%	-10	0.5	2	0.1	-1
6	COc1ccccc1NS(=O)(=O)c1cc(NC(=O)C2CC2)ccc1N1CCOCC1	x	x	x	x	-22	1.7	-3	-0.5	x
7	Cc1ccc(/C=N/NC(=O)Cn2cnc3ccccc32)cc1	-19%	12%[57.1 µM]	4%[57.1 µM]	7%	x	x	-2	-0.2	-5
8	NS(=O)(=O)c1ccc(CCNC(=O)CSc2nnc3ccccn23)cc1	-18%	9%[57.1 µM]	9%[57.1 µM]	3%	1	2.8	-1	-0.9	-4
9	CCn1c(SCC(=O)N/N=C/C=C\c2ccco2)nc2ccccc21	-13%	u	-15%	17%	-7	-1.8	-7	-0.1	-15
10	Cc1ccccc1NC(=O)c1cccc(C(=O)Nc2ccccc2C)n1	-8%	8%	4%	21%	-14	-1.1	1	-0.5	-3
11	CC1CN(c2ccc([N+](=O)[O-])cc2F)CCN1C(=O)c1ccco1 (configuration not stated)	-15%	-17%	-9%	6%	13	-0.8	9	0.2	-7
12	CSc1cccc(NC(=O)c2ccc(CN3CCc4ccccc4C3)cc2)c1	-15%	20%	3%	-7%	-7	1.9	-6	0.7	3
13	COCc1cc(C)nc(SCC(=O)Nc2cccc3cccnc23)c1C#N	-2%	32%	6%	-3%	-21	0.1	-1	0.0	-7
14	Cc1ccc(OCc2cc(=O)n3c4c(sc3n2)CCCC4)c(C)c1	-18%	10%	7%	-4%	x	0.3	-1	-0.6	0
15	Cc1ccsc1/C=C(\C(=O)c1ccc(OC(C)C)cc1)c1nc2ccccc2o1	-17%	15%[57.1 µM]	-7%	3%	16	1.8	-3	0.6	1
16	COCCn1c(SCc2ccc(OC)c(F)c2)nc2ccccc2c1=O	-22%	2%[11.4 µM]	-1%[11.4 µM]	3%	-30	-0.1	-5	0.5	5
17	O=C(Nc1ccc(NC(=O)C2CC2)cc1)c1cccs1	-9%	14%	-3%	-4%	-2	-0.2	-6	-0.1	-4
18	Cc1ccc(S(=O)(=O)Nc2ccccc2N=Cc2ccc([N+](=O)[O-])cc2[N+](=O)[O-])cc1	-25%	1%[11.4 µM]	-6%[57.1 µM]	15%	x	x	x	x	4
19	Cc1noc(C)c1COc1ccccc1C(=O)N(C)Cc1ccc(F)cc1	-28%	8%	-4%	-6%	-3	0.0	-7	0.6	-2
20	Cc1cc(C(F)(F)F)nc(CCNC(=O)C2CCC(=O)N(Cc3cccc(F)c3)C2)n1 (configuration not stated)	-11%	-6%	-9%	13%	3	0.8	0	-0.3	5
21	Cc1ccc(C(=O)OCC(=O)N(C)C2CCS(=O)(=O)C2)cc1S(=O)(=O)N1CCOCC1 (configuration not stated)	1%	16%	2%	-1%	5	2.1	0	0.8	-1
22	CCOc1cc(N2CCOCC2)c(OCC)cc1NC(=O)[C@H](C)N1C(=O)C2CC=CCC2C1=O (some centres not stated)	-11%	22%[57.1 µM]	-3%[57.1 µM]	4%	11	3.6	-2	0.0	0
23	Fc1ccccc1-c1ccc(/C=N/Nc2nc3ccccc3[nH]2)o1	-22%	13%	5%	10%	-8	0.8	-2	0.4	-6
24	Cc1nn(C)cc1CNC(=O)Nc1ccc(Br)cc1Cl	-21%	7%	0%	1%	-13	-2.4	5	-0.1	0
25	CCOC(=O)c1c(Cc2cccc(Cl)c2)c[nH]c1C	-7%	0%	-4%	-1%	11	-0.9	-7	-1.8	-9
26	CCOc1ccccc1NC(=O)CSc1nc2cccnc2n1C	-6%	11%	-6%	6%	3	-0.1	-1	-0.6	2
27	CN(C)C(=O)COC(=O)c1ccccc1NC(=O)c1ccco1	-7%	-4%[57.1 µM]	-5%[57.1 µM]	5%	3	2.8	2	0.2	3
28	Cc1ccc(N2C(=O)N(CC(=O)Nc3ccccc3C)C(=O)C2C)cc1 (configuration not stated)	1%	-1%	-5%	-5%	-1	-0.1	1	0.0	-8
29	O=C(CSc1ncnc2c1oc1ccccc12)NC1CCCC1	-10%	17%	-3%	-6%	5	0.1	2	-0.2	-2
30	Cc1ccc(-c2nnc(SCC(=O)N3c4ccccc4NC(=O)C3(C)C)n2N)cc1	-14%	15%	4%	1%	-9	-2.5	6	0.0	-3

Arranged by the number under TRHR ag (descending): 3 from the list above.
nr	SMILES	USP1 inh	rTrxR1 inhibitor	TrxR1 substrate	IDH1 R132H inh	D2 antagonist	TRHR PAM	TRHR ag	PI4K2A block
23	Fc1ccccc1-c1ccc(/C=N/Nc2nc3ccccc3[nH]2)o1	-22%	13%	5%	10%	-8	-2	0.4	-6
22	CCOc1cc(N2CCOCC2)c(OCC)cc1NC(=O)[C@H](C)N1C(=O)C2CC=CCC2C1=O (some centres not stated)	-11%	22%[57.1 µM]	-3%[57.1 µM]	4%	11	-2	0.0	0
25	CCOC(=O)c1c(Cc2cccc(Cl)c2)c[nH]c1C	-7%	0%	-4%	-1%	11	-7	-1.8	-9

Next part
nr	Structure	USP1 inh	rTrxR1 inhibitor	TrxR1 substrate	IDH1 R132H inh	D2 antagonist	D2 ag	TRHR PAM	TRHR ag	PI4K2A block
31	Cc1csc(NC(=O)Cc2ccc(Cl)cc2)n1	-13%	6%	0%	7%	x	x	x	x	-2
32	Cc1ccc(C(=O)NCCCC(=O)O)o1	-17%	22%	10%	4%	25	0.3	8	0.2	-12
33	COc1ccc(CCNC(=O)c2ccc3nc(N4CCCCC4)sc3c2)cc1OC	-22%	7%	-4%	-1%	-6	0.1	6	-0.8	-10
34	CCOc1ccc(NC(=O)Cn2c(=O)n(Cc3nc(-c4ccccc4)no3)c(=O)c3cc4c(cc32)OCO4)cc1	u	17%	4%	7%	x	0.8	4	0.3	0
35	CCOC(=O)C1=CNS(=O)(=O)NC1c1ccc(Br)cc1F (configuration not stated)	-10%	6%	-4%	9%	x	x	x	x	-5
36	COc1cccc(CNc2ncc(-c3ccccc3)n2C)c1	-21%	-4%	1%	1%	2	-0.2	-2	-0.1	-7
37	COc1ccc([C@H]2CC(=O)C=C(c3ccc(OC)c(F)c3)C2)cc1	-15%	30%[57.1 µM]	7%[57.1 µM]	8%	4	-0.2	-5	-0.1	-7
38	CCOc1cccc(-c2nc3ccccc3c(=O)o2)c1	-6%	-4%	-3%	15%	x	0.0	-9	-1.1	-2
39	COc1ccc(Nc2nc3ccccc3n3cnnc23)cc1Cl	-24%	15%	4%	1%	-15	-3.0	2	-0.8	5
40	Cc1ccc(NC(=O)/C(=C/c2ccncc2)NC(=O)c2ccccc2)cc1	-17%	13%[57.1 µM]	11%[57.1 µM]	9%	0	-0.3	2	1.0	6
41	COc1ccc(C(=O)O)cc1S(=O)(=O)NCCCN1CCCC1=O	-2%	30%[57.1 µM]	10%[57.1 µM]	2%	0	-0.1	0	-0.1	-1
42	O=C(O)/C(=C\c1cccc(C(F)(F)F)c1)c1ccc(S(=O)(=O)N2CCCC2)s1	-14%	u	-4%	3%	-3	0.4	1	-0.4	6
43	N=c1nc(N)nc2n1NC(c1ccc(F)cc1)=CS2	-12%	14%	8%	2%	x	x	-2	-0.8	-7
44	COC(=O)c1ccc(C)c(NC(=O)c2ccc(Cl)c([N+](=O)[O-])c2)c1	-3%	-9%	-9%	2%	-7	-0.7	-3	-0.1	6
45	C=CCSC1=C(C#N)C(c2ccccc2Cl)CC(=O)N1 (configuration not stated)	-12%	2%	2%	1%	-17	-0.1	-2	-0.9	-2
46	CCOCCCNc1ccc(-c2ccccc2)nn1	-3%	-11%	4%[57.1 µM]	-1%	9	0.9	-1	-0.5	-14
47	CCOC(=O)CC1=NN(c2ccccc2)C(=O)C1=c1sc(=C2SC(C)=C(C)N2CC)c(=O)n1CC	-17%	16%	4%	4%	x	x	x	x	-2
48	O=C(/C=C/N1CCOCC1)c1ccc(-c2ccccc2)cc1	-26%	u	1%	10%	-12	-0.1	14	-0.3	4
